IL1B NFkB pot: enhances IL-1B driven NFkB nuclear translocation | 94,000 compounds, 0.3% hits | activation, % at 2 µM | HUVEC IL-1B NFkB p65 nuclear translocation imaging | AID 819;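 active = activation above 40%, about the mean plus 3 SD, also judged a hit on visual image review; inconclusive = activation above 40% but not a hit on visual review; inactive = activation not above 40% and no visual hit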;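 also: percent activation is computed from the nuclear over cytoplasmic p65 intensity ratio; values of inactives mirror those of a sister screen read the other way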
Bcl-B displacement: displacers of TR3 peptide from Bcl-B, primary screen, selectivity assay for Bfl-1 inhibitor project, biochemical, fluorescence polarization; FP displacement of FITC-TR3 peptide from Bcl-B; higher % means a stronger effect; displacement, % at 20 µM, or IC50 in µM where a hit was titrated; 96,000 compounds, 0.11% hits; AID 748;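 active = displacement above 50% at 20 µM plus a fluorescence interference ratio under 1.5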;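 also: plate controls were wells without compound for no effect and wells lacking Bcl-B protein for full effect; a part of the inactive calls stands beside numbers as strong as those of hits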
PLAP inhibitors HTS: PLAP enzyme inhibitors, biochemical, luminescence, HTS (AID 690); purified PLAP, luminescent substrate; higher % means a stronger effect; inhibition, % at 20 µM; hits with a dose series show IC50 in µM; 96,000 compounds, 0.08% hits; in the data active = a potency from the dose series; inactive = the rest, 99 in 100 with inhibition below about 30%; also: strong numbers were not always called active
MRP resist rev: MRP-mediated drug resistance reversal; H69AR cells + 2 uM doxorubicin, CellTiter-Glo, 72 h; AID 602; 85,000 compounds, 0.04% hits; differential viability (reversal), % at 10 µM;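 active = viability drop by adding the cancer drug above about 55%, with treated viability meeting a 40% cutoff, limit read from the data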;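 also: viability without doxorubicin minus viability with 2 µM doxorubicin for each compound; larger differential means the compound sensitizes cells more to doxorubicin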
NFkB transloc inh: blocks IL-1B driven NFkB nuclear translocation in HUVEC cells | HUVEC IL-1B NFkB p65 nuclear translocation imaging | inhibition, % at 2 µM | 94,000 compounds, 0.43% hits | AID 796;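 active = inhibition above about 30% together with a positive call from visual inspection of the well image, limit read from the data; inconclusive = inhibition above a set limit but visual check negative; inactive = inhibition not above a set limit, visual check negative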;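 also: nuclear over cytoplasmic p65 intensity ratio measured by imaging; 0% = IL-1B stimulated DMSO wells and 100% = unstimulated DMSO wells; values of inactives mirror those of a sister screen read the other way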
MRP resist rev cytotoxicity: second read-out of MRP resist rev, no call of its own (marks repeat the call); viability, %; H69AR cells, CellTiter-Glo, 72 h; measured here: cytotoxicity without doxorubicin
MRP resist rev with doxorubicin: second read-out of MRP resist rev, no call of its own (marks repeat the call); viability, %; measured here: viability with 2 uM doxorubicin; stronger effect = lower value
NFkB transloc inh cell count 2 µM: recorded beside NFkB transloc inh, whose call it bears; cell count; measured here: cells passing quality filter;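 raw number of nuclei counted in each imaged well without normalization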
IL1B NFkB pot cell count 2 µM: second read-out of IL1B NFkB pot, no call of its own (marks repeat the call); cell count; measured here: cells passing quality filter
* marks the source's active call; other numbers are inactive results; ? = inconclusive; . = not tested or not shown. The list is partial, so the mix of outcomes need not match the whole.

Start of the listing, in advance:
SMILES	IL1B NFkB pot	IL1B NFkB pot cell count 2 µM	Bcl-B displacement	PLAP inhibitors HTS	MRP resist rev	MRP resist rev cytotoxicity	MRP resist rev with doxorubicin	NFkB transloc inh	NFkB transloc inh cell count 2 µM
c1ccc(-n2ncc3c(N4CCC5(CC4)OCCO5)ncnc32)cc1	16	198	-9%	20%	-3	62	65	-16	198
COC(=O)C(C(=O)OC)C(C(C)C)C(C(=O)OC)C(=O)OC	21	127	.	.	11	98	87	-20	127
Nn1c(Cc2cccc3ccccc23)nnc1SCn1nnc2ccccc2c1=O	5	101	-23%	-58%	10	96	86	-5	101

The whole of this part (from the top)
SMILES	IL1B NFkB pot	IL1B NFkB pot cell count 2 µM	Bcl-B displacement	PLAP inhibitors HTS	MRP resist rev	MRP resist rev cytotoxicity	MRP resist rev with doxorubicin	NFkB transloc inh	NFkB transloc inh cell count 2 µM
c1ccc(-n2ncc3c(N4CCC5(CC4)OCCO5)ncnc32)cc1	16	198	-9%	20%	-3	62	65	-16	198
COC(=O)C(C(=O)OC)C(C(C)C)C(C(=O)OC)C(=O)OC	21	127	.	.	11	98	87	-20	127
Nn1c(Cc2cccc3ccccc23)nnc1SCn1nnc2ccccc2c1=O	5	101	-23%	-58%	10	96	86	-5	101
Cc1ccc(S(=O)(=O)N2CCCC(C(=O)N(Cc3cccs3)C3CC3)C2)cc1 (stereo unspecified)	.	.	-7%	-59%	12	87	76	.	.
C=CCN(C(=O)Nc1ccc2oc(C)nc2c1)c1ccccc1	-2	163	-5%	-3%	-1	79	80	2	163
Cn1c(N)c(S(=O)(=O)c2ccc(Br)cc2)c2nc3ccccc3nc21	.	.	10%	6%	0	13	13	.	.
Cc1cccc(C)c1NC(=O)CSc1nnc([C@H](C)NC(=O)OC(C)(C)C)o1	22	122	1%	-13%	-10	95	105	-22	122
CCOC(=O)N1CCN(C(=O)CSc2nnc(Cc3ccccc3)o2)CC1	.	.	0%	-11%	4	92	87	.	.
COc1ccc(NC(=O)CCc2nc(-c3ccc(C)cc3)no2)c(OC)c1	-2	163	10%	9%	-11	99	110	2	163
COc1cccc(C2=NC(C)(C)NC(c3ccccc3O)C2)c1 (stereo unspecified)	31	165	-24%	18%	-1	1	2	-31	165
Cc1ccc(C(=O)NNC(=O)C2CCN(c3nccc(C)n3)CC2)cc1	15	179	-1%	-65%	.	.	.	-15	179
COc1ccc(S(=O)(=O)NCc2ccccc2)cc1	-5	209	-9%	8%	.	.	.	5	209
CC(C)COc1ccc2[nH]c3c(c2c1)CCCC3=O	-4	210	-4%	11%	18	93	74	4	210
Cc1ccccc1-c1nc(CN2CCC(C(=O)NCCCN3CCOCC3)CC2)c(C)o1	18	124	0%	-58%	.	.	.	-18	124
O=C1CC(C(=O)O)c2ccccc2N1 (stereo unspecified)	?	.	-12%	14%	2	101	99	-45	119
Cc1ccc(C2CC(c3ccc(C)cc3)n3nc(N)nc3N2)cc1 (stereo unspecified)	-12	63	-1%	-34%	.	.	.	12	63
CC(=O)c1cc(C#N)c(SCc2ccccc2)nc1C	6	137	-12%	14%	8	91	83	-6	137
CCOC(=O)C1=C(N)n2c(s/c(=C\c3ccco3)c2=O)=C(C(=O)OC(C)C)C1c1ccco1 (stereo unspecified)	18	139	.	.	.	.	.	-18	139
CCN1CCN(CC(=O)NC2CCCCC2)C(=O)C1=O	0	61	.	.	-1	96	97	0	61
CCOc1ccc(C(=O)NCc2ccco2)cc1	.	.	21%	6%	12	96	84	.	.
Cc1cc(NC(=O)C2CCCN(S(=O)(=O)c3c(C)noc3C)C2)n[nH]1 (stereo unspecified)	-6	134	-5%	18%	2	87	85	6	134
CCn1cc(SCC(=O)N2CCOCC2)c2ccccc21	8	65	3%	-9%	-1	88	90	-8	65
O=C(CSc1ncnc2nc[nH]c12)N1CCOCC1	16	176	4%	-10%	4	91	87	-16	176
CCCCOC(=O)C1=C(C)Nc2ncnn2C1c1ccc(OC)c(OC)c1 (stereo unspecified)	-8	130	-1%	1%	16	89	74	8	130
Clc1ccc(SCCCCn2cncn2)cc1	-6	125	-9%	13%	9	108	98	6	125
Cc1nnc(SCC(=O)Nc2nsc(-c3ccc(C(C)(C)C)cc3)n2)s1	17	168	4%	-61%	-4	99	103	-17	168
CC(=O)NC(CCS(C)(=O)=O)C(=O)Nc1ccccc1 (stereo unspecified)	-18	163	-3%	8%	8	97	89	18	163
O=[N+]([O-])c1cc(-n2cnnn2)ccc1N1CCC(Cc2ccccc2)CC1	2	148	0%	3%	.	.	.	-2	148
O=C1C=C(NCc2ccc(Cl)c(Cl)c2)CC1	-23	133	-7%	14%	14	95	81	24	133
CC(=O)C1=C(O)C(=O)N(c2ccc(Br)cn2)C1c1ccccc1F (stereo unspecified)	5	132	0%	-9%	7	93	86	-5	132
Cc1cc(C)n(-c2nc3c(c(=O)[nH]c(=O)n3C)n2Cc2ccc(F)cc2)n1	9	143	-2%	-41%	-11	98	109	-9	143
Cc1ccc(-c2csc(N(Cc3ccccc3)C(=O)COc3ccccc3)n2)cc1	5	170	15%	-4%	.	.	.	-5	170
O=C(CCCNS(=O)(=O)c1ccc(Br)cc1)N1CC[C@@]2(O)CCCC[C@H]2C1	11	131	3%	-17%	-4	78	82	-12	131
CCOc1cccc(NC(=O)Cc2cccs2)c1	.	.	-5%	24%	-8	99	106	.	.
Cc1cc2c3c(c1C)C1(C(=O)N3C(C)(C)CC2C)C(C#N)=C(N)Oc2cc(O)ccc21 (stereo unspecified)	2	190	-2%	-3%	-6	97	103	-2	190
COc1ccc(C2(O)CC3CCC(C2)N3c2cc(C)nc(-c3ccccc3)n2)cc1 (stereo unspecified)	-15	120	-25%	-50%	33	74	41	15	120
Cc1cc(C)c(COCc2cc(/C=N/O)c(C)cc2C)cc1/C=N/O	-1	112	-6%	-26%	2	18	16	1	112
COC(=O)c1ccc(N2C(=O)CC(N3CCC(O)(c4ccc(Br)cc4)CC3)C2=O)cc1 (stereo unspecified)	-6	143	10%	-5%	1	87	86	6	143
COc1ccc2nc(/N=C(\N)NC(=O)C(C)(C)C)nc(C)c2c1	8	120	10%	.	-20	67	87	-8	120
Cc1cc2ncn(/N=C/c3ccc([N+](=O)[O-])o3)c2cc1C	-6	171	-32%	22%	.	.	.	6	171
CC[N+](C)(C)CCN(Cc1ccc(Cl)cc1)c1ccccn1	10	71	0%	-12%	7	91	84	-10	71
Cc1ccc(S(=O)(=O)NC(=O)COc2ccccc2C)cc1	10	62	.	.	5	98	93	-10	62
Cc1ccc(S(=O)(=O)NCCC(=O)Nc2nnc(C3CC3)s2)cc1C	9	128	-5%	-75%	-15	76	92	-9	128
COc1ccccc1CN1C(=O)C2CC=CCC2C1=O (stereo unspecified)	9	81	-2%	14%	.	.	.	-9	81
COc1ccc(NC(=O)c2ccc(S(=O)(=O)N(C)C)cc2)cc1OC	.	.	0%	25%	-8	77	85	.	.
CCCNC(=O)COC(=O)c1ccc(Cl)c(S(=O)(=O)N2CCCC2)c1	-15	139	15%	-4%	.	.	.	15	139
COCCn1c(-c2ccc(OC(F)(F)C(F)C(F)(F)F)cc2)nc2c1c(=O)[nH]c(=O)n2CC(C)C (stereo unspecified)	7	183	-113%	-36%	-28	39	68	-7	183
C=CCSc1nn2c(=O)c3ccccc3nc2s1	6	139	0%	14%	.	.	.	-6	139
COc1ccc(Cn2c(CCC(=O)Nc3ccc(CC#N)cc3)nc3cccnc32)cc1	3	111	-7%	11%	6	92	86	-3	111
O=C1CC(NNc2nc3ccccc3s2)C(=O)N1c1ccccc1 (stereo unspecified)	4	122	-9%	-16%	.	.	.	-4	122
Cc1ccc(C(=O)Nc2ccccc2OC(F)F)cc1	-2	116	-2%	13%	-17	78	94	2	116
CN(C)S(=O)(=O)c1ccc(C(=O)Nc2cccc(C(=O)O)c2)cc1	-7	165	-2%	2%	-12	87	99	7	165
C=CCN1C(=O)C(CC(=O)Nc2ccc(C)cc2)SC1=Nc1c(C)n(C)n(-c2ccccc2)c1=O (stereo unspecified)	-13	47	8%	-105%	17	104	87	2	162
Cc1onc(-c2ccccc2Cl)c1C(=O)Nc1nnc(-c2ccc(Br)cc2)s1	9	54	2%	-35%	-8	71	79	-9	54
C/C(=N\NC(=O)c1ccc(Cl)c(Cl)c1)c1cccc(NC(=O)C(C)C)c1	15	106	-6%	10%	.	.	.	-15	106
Cc1cc(C(=O)OCn2nnc3ccccc3c2=O)c(C)n1-c1ccccc1	8	171	-62%	-69%	-2	85	87	-8	171
O=C(Nc1ccc(Br)cc1Cl)Nn1cnnc1	-7	123	-3%	1%	0	92	93	7	123
Cc1ccc(-c2nnn(CC(=O)N(c3ccccc3F)C(C(=O)NCC3CCCO3)c3c[nH]c4ccccc34)n2)cc1 (stereo unspecified)	11	153	-10%	-20%	.	.	.	-11	153
Cc1ccc(-c2n[nH]c(=S)n2C)cc1	-9	92	15%	15%	-1	100	100	9	92
COc1ccc(C(=O)CSc2nnc(C3CC3)n2N)cc1	8	197	6%	-10%	-11	52	63	-8	197
CCOC(=O)C1CCCN(CC(=O)Nc2c(C(=O)OC)[nH]c3ccc(Cl)cc23)C1 (stereo unspecified)	15	166	-18%	-56%	4	70	66	-15	166
O=C(OCC(=O)N1N=C(c2ccc(Cl)cc2)CC1c1ccco1)c1ccccc1O (stereo unspecified)	9	58	-66%	-77%	1	103	102	-9	58

Some of the entries so far, as labelled records:
CCCNC(=O)COC(=O)c1ccc(Cl)c(S(=O)(=O)N2CCCC2)c1
  IL1B NFkB pot: -15
  IL1B NFkB pot cell count 2 µM: 139
  Bcl-B displacement: 15%
  PLAP inhibitors HTS: -4%
  MRP resist rev: .
  MRP resist rev cytotoxicity: .
  MRP resist rev with doxorubicin: .
  NFkB transloc inh: 15
  NFkB transloc inh cell count 2 µM: 139

COCCn1c(-c2ccc(OC(F)(F)C(F)C(F)(F)F)cc2)nc2c1c(=O)[nH]c(=O)n2CC(C)C (stereo unspecified)
  IL1B NFkB pot: 7
  IL1B NFkB pot cell count 2 µM: 183
  Bcl-B displacement: -113%
  PLAP inhibitors HTS: -36%
  MRP resist rev: -28
  MRP resist rev cytotoxicity: 39
  MRP resist rev with doxorubicin: 68
  NFkB transloc inh: -7
  NFkB transloc inh cell count 2 µM: 183

Screens deposited in PubChem BioAssay by several laboratories.
